Screening results deposited in PubChem by National Center for Advancing Translational Sciences (NCATS).
GAA inh – blocks human lysosomal alpha-glucosidase; P10253; AID 1466; actives 0.005% (n = 200,000); purified human GAA, 4-MU-alpha-glucoside fluorescence; Potency, µM (top dose mostly 76.9 µM), for inactives: top-dose activity change, negative = inhibition, usual class: inhibitors;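 further: plate controls were uninhibited enzyme wells for no effect and no-enzyme background for full effect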
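AC50 values come from Hill fits of compound titrations (up to 77 uM) against 4 nM human enzyme. Substrate 4-methylumbelliferyl-alpha-D-pyranoside at 400 uM, pH 5.0 citrate buffer, 20 min room temperature; fluorescence Ex 365/Em 440 after alkaline stop.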
GAA glycogen mod – alters human alpha-glucosidase cleavage of glycogen; P10253; recombinant GAA, glycogen substrate, Amplex Red glucose oxidase fluorescence; Potency, µM (doses to about 76.4 µM), for inactives: at the top dose activity change, negative = inhibition, usual class: inhibitors; actives 0.38% (n = 300,000); AID 2100;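 further: 0% = full enzyme reaction and -100% = no-enzyme basal signal; the screen sought inhibitors and activators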
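Recombinant enzyme (4 nM final) with compounds titrated up to 77 uM and bovine liver glycogen (30 ug) in citrate pH 5.0, 0.01% Tween-20, 37 C 40 min. Released glucose detected by Amplex Red/glucose oxidase (Ex 573/Em 610); AC50 from Hill fits.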
GAA spleen mod – inhibits or activates alpha-glucosidase in human spleen homogenate. P10253. human spleen homogenate, 4-MU-alpha-glucoside fluorescence. Potency, µM (series often up to 79.9 µM), for the others: at the top dose activity change, negative = inhibition, most hits filed as inhibitors. actives 0.006% (n = 240,000);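 further: 0% = enzyme with vehicle and -100% = no enzyme basal signal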
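Human spleen homogenate (1 ug) incubated with compounds and 1 mM 4-methylumbelliferyl-alpha-D-glucopyranoside in pH 5.0 citrate/phosphate buffer, 37 C, 40 min. Stopped at pH 10; 4-MU fluorescence (Ex 365/Em 440 nm); AC50 by Hill fit.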
ALDH1A1 inh – ALDH1A1 (human) enzyme inhibition | P00352 | Purified ALDH1A1, NADH fluorescence, propionaldehyde substrate | Potency, µM (series often up to 75.3 µM), inactives show at the highest dose activity, negative = inhibition, most hits filed as inhibitors | actives 7.3% (n = 220,000); active means well fitted inhibition curve with a large enough effect, not every such curve was filed as active; inconclusive means small, poorly fitted or top-dose-only effect, or another doubt; inactive means no such curve, though single readings can be large or run the other way;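 further: plate controls were no enzyme wells and a reference inhibitor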
aGal spleen mod – inhibits or activates alpha-galactosidase in human spleen homogenate. P06280. human spleen homogenate, 4MU-alpha-Gal fluorescence, 40 min. Potency, µM (titrated, usually from 80 µM), for inactives: at the top dose activity change, negative = inhibition, hits mostly inhibitors. actives 0.008% (n = 240,000);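 further: 0% = enzyme with vehicle and -100% = no enzyme basal signal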
Target sequence (P06280 32-429 limits assumed): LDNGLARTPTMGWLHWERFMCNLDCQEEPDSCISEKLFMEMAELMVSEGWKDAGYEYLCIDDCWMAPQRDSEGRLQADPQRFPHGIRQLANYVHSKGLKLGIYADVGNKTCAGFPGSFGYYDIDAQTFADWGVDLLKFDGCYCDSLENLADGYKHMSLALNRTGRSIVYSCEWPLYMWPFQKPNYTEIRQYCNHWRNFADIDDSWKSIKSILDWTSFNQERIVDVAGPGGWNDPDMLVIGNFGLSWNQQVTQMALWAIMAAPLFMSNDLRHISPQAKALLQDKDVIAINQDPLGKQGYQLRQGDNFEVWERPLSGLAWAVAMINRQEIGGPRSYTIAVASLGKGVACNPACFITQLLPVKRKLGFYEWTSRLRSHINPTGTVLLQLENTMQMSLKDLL
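Human spleen homogenate (1 ug) was the enzyme source, with 4-methylumbelliferyl-alpha-D-galactopyranoside (1 mM final) in pH 5.0 citrate buffer with 0.01% Tween-20. Compounds were titrated; after 40 min at 37C, NaOH/glycine stop, 4-MU fluorescence read; AC50 from Hill fits.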
SMN2 splice up – enhancers of SMN2 splice variant expression | HEK293 SMN2-luciferase splicing reporter, luminescence, 30-36 h | Potency, µM (highest dose often 46.1 µM), inactives show at the top dose activity change, positive = activation, usual class: activators | actives 2.8% (n = 210,000) | AID 1458; further: % of control where 0% means no effect; nearly all actives have a fitted effect of over 55% in size
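qHTS luciferase splicing reporter: luminescence rises when SMN2 exon 7 is included in transfected HEK293 cells. Compound exposure lasted 30-36 h at 37C, with 4.5 mM final sodium butyrate as control, followed by a ONE-Glo read.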
RGS12 GoLoco inh – RGS12 GoLoco-Gai1 interaction inhibition. P63096. Gai1:RGS12 GoLoco peptide FP, rhodamine, 10 min. Potency, µM (highest dose often 61.6 µM), for the others: at the highest dose activity, negative = inhibition, actives largely listed as inhibitors. actives 0.44% (n = 230,000). AID 880; active means well fitted inhibition curve with a large enough effect, not every such curve was filed as active; inactive means no such curve, though single readings can be large or run the other way; further: on the % scale 0 is the no-effect control and ±100 the full control effect; nearly all actives have a fitted effect of over 30% in size; many of its hits are not listed in these tables
Target sequence (P63096 whole entry, looked up): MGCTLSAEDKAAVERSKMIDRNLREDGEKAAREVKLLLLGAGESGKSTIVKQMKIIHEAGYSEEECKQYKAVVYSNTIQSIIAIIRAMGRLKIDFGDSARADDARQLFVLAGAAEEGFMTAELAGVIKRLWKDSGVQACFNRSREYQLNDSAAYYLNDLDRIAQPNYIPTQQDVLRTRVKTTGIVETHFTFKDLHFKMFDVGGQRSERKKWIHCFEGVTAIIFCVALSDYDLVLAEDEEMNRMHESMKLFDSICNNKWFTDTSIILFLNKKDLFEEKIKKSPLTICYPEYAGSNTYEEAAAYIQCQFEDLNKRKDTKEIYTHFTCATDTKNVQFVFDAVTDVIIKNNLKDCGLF
KDM4E inh – inhibitors of human JMJD2E histone demethylase. actives 1.6% (n = 230,000). Potency, µM (series often up to 57.1 µM), for inactives: at the highest dose activity change, negative = inhibition, most hits filed as inhibitors. AID 2147. B2RXH2. JMJD2E catalytic domain, FDH-coupled NADH fluorescence (FDH is formaldehyde dehydrogenase); active means well fitted inhibition curve with a large enough effect, not every such curve was filed as active; inconclusive means small, poorly fitted or top-dose-only effect, or another doubt; inactive means no such curve, though single readings can be large or run the other way;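 further: 0% = wells with enzyme and -100% = buffer wells without enzyme; nearly all actives have a fitted effect of over 50% in size; many of its hits are not listed in these tables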
Target sequence (B2RXH2 1-337 limits assumed): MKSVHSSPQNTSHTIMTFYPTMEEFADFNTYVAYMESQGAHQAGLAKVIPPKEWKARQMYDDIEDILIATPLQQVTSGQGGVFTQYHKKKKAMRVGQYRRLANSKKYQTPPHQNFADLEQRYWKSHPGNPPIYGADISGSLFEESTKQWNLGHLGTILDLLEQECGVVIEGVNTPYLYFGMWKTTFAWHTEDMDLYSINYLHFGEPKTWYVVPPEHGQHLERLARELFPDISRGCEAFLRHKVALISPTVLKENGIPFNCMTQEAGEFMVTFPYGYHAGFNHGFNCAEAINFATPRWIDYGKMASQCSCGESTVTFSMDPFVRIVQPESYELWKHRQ
Active calls of the source: *; & = joins results of further samples; [ ] = dose if it differs, or a comment. Unless noted, the call rests on the fitted dose curve; in most records, active means well fitted curve in the direction sought with a large enough effect; inconclusive means small, poorly fitted or top-dose-only effect, or another doubt; inactive means no such curve, though single readings can be large; an effect the other way counts as inactive or inconclusive. Potency means the concentration at half of the fitted maximal effect. Some of the compounds tested. The share of hits here may be higher or lower than overall.

What do the screens show for `COc1cccc(-c2cc(C(=O)O)[nH]n2)c1`?
GAA inh: -4%; GAA glycogen mod: 2%; GAA spleen mod: -5%; ALDH1A1 inh: 2%; aGal spleen mod: 2%; SMN2 splice up: 11%; RGS12 GoLoco inh: 7%; KDM4E inh: -2%

Results for S=C(c1ccc(N2CCOCC2)cc1)N1CCCCC1 ?
GAA inh: -15%; GAA glycogen mod: 2%; GAA spleen mod: 7%; ALDH1A1 inh: -6%; aGal spleen mod: 4%; SMN2 splice up: 6%; RGS12 GoLoco inh: -11%; KDM4E inh: 2%

How did CCCC1CCC(C(=O)Nn2c(C)nc3ccccc3c2=O)CC1 (stereo unspecified) do in these assays?
GAA inh: -4%; GAA glycogen mod: -1%; GAA spleen mod: -1%; ALDH1A1 inh: 13%; aGal spleen mod: -2%; SMN2 splice up: -21%; RGS12 GoLoco inh: 1%; KDM4E inh: 9%

What do the screens show for `C#CCOCCOCCOCCNc1nc(N2CCN(C(=O)[C@H]([C@@H](C)CC)n3cc([C@@H](N)CC(C)C)nn3)CC2)nc(N2CCN(C(=O)[C@H](Cc3cc4ccccc4[nH]3)n3cc([C@@H](N)CC(C)C)nn3)CC2)n1`?
GAA glycogen mod: 2%; GAA spleen mod: 7%; aGal spleen mod: 6%; RGS12 GoLoco inh: 5%; KDM4E inh: -10%

Results for O=c1c(Cc2ccc(Cl)cc2)c(O)ccn1Cc1cccs1 ?
GAA inh: 11%; GAA glycogen mod: 7%; GAA spleen mod: 0%; ALDH1A1 inh: -3%; aGal spleen mod: 0%; SMN2 splice up: 2%; RGS12 GoLoco inh: 8%; KDM4E inh: 2%

What do the screens show for `Cc1ccc(C2=NN(CCC(=O)NCc3ccc4c(c3)OCO4)C(=O)CC2)cc1`?
GAA inh: -2%; GAA glycogen mod: -10%; GAA spleen mod: 11%; ALDH1A1 inh: -12%; aGal spleen mod: 10%; SMN2 splice up: -3%[1.84 µM]; RGS12 GoLoco inh: -5%; KDM4E inh: -3%

How did COC(=O)Cc1csc(Nc2ccc(Cl)cc2)n1 do in these assays?
GAA inh: -5%; GAA glycogen mod: -5%; GAA spleen mod: -12%; ALDH1A1 inh: inconclusive; aGal spleen mod: 3%; SMN2 splice up: 1%; RGS12 GoLoco inh: 9%; KDM4E inh: 3%

What do the screens show for `CCCCN1CCC[C@@H]1CNC(=O)c1cc(C#N)c2ccccc2c1OC`?
GAA spleen mod: 5%; ALDH1A1 inh: inconclusive; aGal spleen mod: 10%; RGS12 GoLoco inh: 11%; KDM4E inh: inconclusive

What do the screens show for `CCOC(=O)C1=C(CSc2nc(C)ccc2C#N)OC(N)=C(C#N)C1c1cccc(OC)c1OC` (stereo unspecified)?
GAA inh: inconclusive; GAA glycogen mod: -19%; GAA spleen mod: 3%; ALDH1A1 inh: 28µM*; aGal spleen mod: 1%; SMN2 splice up: -3%; RGS12 GoLoco inh: 2%; KDM4E inh: inconclusive

How did CCC(OC(=O)CC1Sc2ccccc2NC1=O)C(=O)NCC1CCCO1 (stereo unspecified) do in these assays?
GAA inh: 1%; GAA glycogen mod: 4%; GAA spleen mod: 2%; ALDH1A1 inh: inconclusive; aGal spleen mod: 5%; SMN2 splice up: 10%; RGS12 GoLoco inh: 4%; KDM4E inh: -4%

What do the screens show for `CC1Cc2ccccc2N1C(=O)COC(=O)CCc1nc2ccccc2c(=O)[nH]1` (stereo unspecified)?
GAA inh: 3%; GAA glycogen mod: -16%; GAA spleen mod: 1%; ALDH1A1 inh: -4%; aGal spleen mod: 0%; SMN2 splice up: 9%; RGS12 GoLoco inh: 16%; KDM4E inh: 3%

What do the screens show for `Cc1cc(=O)[nH]c(N2CCN(Cc3ccccc3)CC2)n1`?
GAA inh: 7%; GAA glycogen mod: 2%; GAA spleen mod: 6%; ALDH1A1 inh: 6%; aGal spleen mod: 6%; SMN2 splice up: 21%; RGS12 GoLoco inh: 5%; KDM4E inh: 11%

Results for CC(C)CCN(C(=O)COc1ccc(C#N)cc1)c1c(N)n(Cc2ccccc2)c(=O)[nH]c1=O ?
GAA inh: -3%; GAA glycogen mod: 5%; GAA spleen mod: 4%; ALDH1A1 inh: 7%; aGal spleen mod: -1%; SMN2 splice up: -21%; RGS12 GoLoco inh: 3%; KDM4E inh: 14%

What do the screens show for `O=C(NCc1ccccc1)NC1CCCCC1`?
GAA inh: -1%; GAA glycogen mod: 0%; GAA spleen mod: -1%; ALDH1A1 inh: -7%; aGal spleen mod: 1%; SMN2 splice up: 9%; RGS12 GoLoco inh: 1%; KDM4E inh: -1%

Results for COc1ccc(C2C3(C#N)C(N)=NC(OC)(OC)C23C#N)cc1 (stereo unspecified) ?
GAA inh: 2%; GAA glycogen mod: inconclusive; GAA spleen mod: 5%; ALDH1A1 inh: inconclusive; aGal spleen mod: 1%; SMN2 splice up: -46%[inhibitor]; RGS12 GoLoco inh: 1%; KDM4E inh: inconclusive

Results for COc1ccc(-c2ccc(CCC(=O)O)n2NC(=O)c2ccc(C(C)(C)C)cc2)cc1 ?
GAA inh: -8%; GAA glycogen mod: -8%; GAA spleen mod: 2%; ALDH1A1 inh: 2.2µM*; aGal spleen mod: 5%; RGS12 GoLoco inh: 14%; KDM4E inh: 1%

Results for CN(C)c1ncnc(N(C)C)c1[N+](=O)[O-] ?
GAA glycogen mod: 3%; GAA spleen mod: -8%; aGal spleen mod: 4%; RGS12 GoLoco inh: -4%; KDM4E inh: -7%

What do the screens show for `COc1ccc(C2=NN3C(C2)c2ccccc2OC3c2cccs2)cc1` (stereo unspecified)?
GAA inh: 7%; GAA glycogen mod: inconclusive; GAA spleen mod: -1%; ALDH1A1 inh: inconclusive; aGal spleen mod: -7%; RGS12 GoLoco inh: 18%; KDM4E inh: inconclusive

What do the screens show for `Cc1ccc(S(=O)(=O)Nc2cc(C(F)(F)F)ccc2N2CCOCC2)cc1C`?
GAA inh: -1%; GAA glycogen mod: -8%; GAA spleen mod: -6%; ALDH1A1 inh: inconclusive; aGal spleen mod: -3%; SMN2 splice up: -16%; RGS12 GoLoco inh: 5%; KDM4E inh: -5%

Results for Cc1nc2ccccc2n1CC(=O)OCC(=O)NCCc1ccccc1 ?
GAA inh: -1%; GAA glycogen mod: -6%; GAA spleen mod: -5%; ALDH1A1 inh: 11%; aGal spleen mod: 11%; SMN2 splice up: -2%; RGS12 GoLoco inh: 7%; KDM4E inh: 8%

Results for Cc1ccc(/C=N/NC(=O)CN2CCN(Cc3ccccc3Cl)CC2)o1 ?
GAA glycogen mod: 2%; GAA spleen mod: 4%; aGal spleen mod: 0%; RGS12 GoLoco inh: 0%; KDM4E inh: -2%

Results for Nc1cccc(-c2ccc(CO)o2)c1 ?
GAA inh: -3%; GAA glycogen mod: -12%; GAA spleen mod: 5%; ALDH1A1 inh: inconclusive; aGal spleen mod: 1%; RGS12 GoLoco inh: 2%; KDM4E inh: inconclusive

Results for COc1ccc(CCC(=O)O)c(O)c1 ?
GAA glycogen mod: -18%; GAA spleen mod: 6%; aGal spleen mod: -3%; RGS12 GoLoco inh: 5%; KDM4E inh: -18%

Results for O=C1NC2(CCCc3ccccc32)C(=O)N1CCOc1ccc(Br)cc1 (stereo unspecified) ?
GAA inh: -4%; GAA glycogen mod: -14%; GAA spleen mod: 3%; ALDH1A1 inh: 4%; aGal spleen mod: -2%; SMN2 splice up: 18%; RGS12 GoLoco inh: -16%; KDM4E inh: -2%

Results for COc1ccc(Oc2ncc3nc(-c4ccc(Cl)cc4)c(=O)n(CCC#N)c3n2)cc1 ?
GAA spleen mod: 5%; ALDH1A1 inh: inconclusive; aGal spleen mod: 7%; SMN2 splice up: -47%[inhibitor]; RGS12 GoLoco inh: 6%

How did Cc1onc(-c2ccccc2)c1C(=O)NC(=S)NNC(=O)c1ccccc1O do in these assays?
GAA inh: -3%; GAA glycogen mod: -8%; GAA spleen mod: -6%; ALDH1A1 inh: 0%; aGal spleen mod: -10%; SMN2 splice up: -78%[inhibitor]; RGS12 GoLoco inh: 4%; KDM4E inh: 18µM*

Results for c1ccc2c(-c3csc(-c4ccncc4)n3)c[nH]c2c1 ?
GAA inh: inconclusive; GAA glycogen mod: 1%; GAA spleen mod: 3%; ALDH1A1 inh: -12%; aGal spleen mod: -3%; SMN2 splice up: 13µM*; RGS12 GoLoco inh: 14%; KDM4E inh: -6%

What do the screens show for `Cc1ccc(Cn2ncc(Cl)c(Cl)c2=O)cc1`?
GAA inh: 1%; GAA glycogen mod: 12%; GAA spleen mod: -5%; ALDH1A1 inh: 25µM*; aGal spleen mod: -7%; SMN2 splice up: inconclusive; RGS12 GoLoco inh: -5%; KDM4E inh: 7%

Results for O=C(Nc1ccc(Cl)cc1)N1CCN(c2ccc3nnc(-c4ccc(F)cc4)n3n2)CC1 ?
GAA inh: -16%; GAA glycogen mod: -4%; GAA spleen mod: -11%; ALDH1A1 inh: 28µM*; aGal spleen mod: 3%; SMN2 splice up: 15%&-3%; RGS12 GoLoco inh: 0%; KDM4E inh: inconclusive

Results for Cc1ccc(Cl)cc1N(CC(=O)N1CCCCCC1)S(C)(=O)=O ?
GAA inh: -4%; GAA glycogen mod: -6%; GAA spleen mod: 4%; ALDH1A1 inh: 1%; aGal spleen mod: 4%; SMN2 splice up: -11%; RGS12 GoLoco inh: 2%; KDM4E inh: 3%

Results for O=[N+]([O-])c1ccc(SCc2c(F)cccc2Cl)nc1 ?
GAA inh: 3%; GAA glycogen mod: -2%; GAA spleen mod: 3%; ALDH1A1 inh: inconclusive; aGal spleen mod: 6%; RGS12 GoLoco inh: -15%; KDM4E inh: -29%

What do the screens show for `NCCCCCc1nnc(SC/C=C/c2ccccc2)o1`?
GAA inh: 4%; GAA glycogen mod: 6%; GAA spleen mod: -10%; ALDH1A1 inh: -14%; aGal spleen mod: -5%; SMN2 splice up: -26%; RGS12 GoLoco inh: 10%; KDM4E inh: -1%
